TAAR1 ag: human TAAR1 agonism | activation, % at 3 µM | Q96RJ0 | hit rate 0.99% among 360,000 | AID 624467 | CHO RD-HGA16 TAAR1, Fluo-8 calcium fluorescence; vehicle wells 0%, saturating PEA agonist 100%;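 active means activation above the mean activation of all test compounds in the run plus 3 SD, cut at about 38% in these data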
Target sequence (Q96RJ0 whole entry, looked up): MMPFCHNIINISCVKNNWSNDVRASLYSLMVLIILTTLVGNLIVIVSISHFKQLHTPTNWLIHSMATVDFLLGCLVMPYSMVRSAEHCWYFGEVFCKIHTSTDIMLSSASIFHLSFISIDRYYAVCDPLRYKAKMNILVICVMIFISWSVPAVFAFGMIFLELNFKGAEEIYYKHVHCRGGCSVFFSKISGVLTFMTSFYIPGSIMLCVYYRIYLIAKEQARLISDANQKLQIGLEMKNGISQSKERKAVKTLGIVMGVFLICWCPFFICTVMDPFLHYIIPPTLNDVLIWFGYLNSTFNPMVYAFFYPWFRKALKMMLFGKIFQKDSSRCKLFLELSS
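Repeats: no replicates (n 1) | Material: CHO-derived RD-HGA16 cells with stable Gα16 and human TAAR1 | Technique: Kinetic Fluo-8 calcium fluorescence | Schedule: 17-24 h seeding, 75 min 37 °C dye, 30 min RT | Evaluation: % activation from peak over basal fluorescence ratio, DMSO-to-PEA scaled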
CHRM5 PAM: CHRM5 positive allosteric modulation; P08912; CHO-K1 hM5, Fluo-8 calcium, ACh EC20 PAM; 0% = ACh EC20, 100% = ACh EC100; activation, % at 3 µM; hit rate 0.3% among 360,000;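 active means activation above the run cutoff, the mean activation of all test compounds plus 3 SD, cut at about 18% in these data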
Target sequence (P08912 whole entry, looked up): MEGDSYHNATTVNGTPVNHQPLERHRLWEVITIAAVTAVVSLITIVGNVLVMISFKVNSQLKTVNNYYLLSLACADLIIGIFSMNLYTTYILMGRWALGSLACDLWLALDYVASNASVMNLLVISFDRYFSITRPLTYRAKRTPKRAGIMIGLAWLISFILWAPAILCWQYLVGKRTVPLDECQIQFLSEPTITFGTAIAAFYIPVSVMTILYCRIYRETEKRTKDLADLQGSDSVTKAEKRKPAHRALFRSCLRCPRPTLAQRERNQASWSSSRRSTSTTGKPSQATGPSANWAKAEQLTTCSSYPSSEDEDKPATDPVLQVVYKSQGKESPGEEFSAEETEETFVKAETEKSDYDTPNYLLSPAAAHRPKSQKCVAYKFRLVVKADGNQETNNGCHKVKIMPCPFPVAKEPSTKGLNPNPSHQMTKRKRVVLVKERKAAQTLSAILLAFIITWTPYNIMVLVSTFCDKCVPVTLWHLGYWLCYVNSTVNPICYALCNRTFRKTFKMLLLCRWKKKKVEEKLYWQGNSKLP
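system = human M5 receptor in CHO-K1 cells | reagent = EC20 acetylcholine as agonist stimulus | compound dosing = single-point, 3 µM nominal | incubation = Fluo-8 loading 80 min at 37 °C plus 30 min room temperature | detection = Fluo-8 calcium dye fluorescence, kinetic read | benchmarks = low control EC20 acetylcholine (0%), high control EC100 acetylcholine (100%)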
CHRM1 agonist: agonists of human M1 muscarinic receptor; P11229; CHO-K1 hM1, Fluo-8 calcium fluorescence, agonist mode; 0% DMSO, 100% acetylcholine EC100; activation, % at 3 µM; hit rate 0.33% among 360,000; AID 588814;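 active means activation above the run's mean compound activation plus 3 SD, cut at about 16% in these data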;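 further: peak over basal fluorescence ratio within a 140 s kinetic read after compound addition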
CHRM5 antagonist: antagonists of human muscarinic M5 receptor (CHRM5); CHO-hM5 cells, Fluo-8 calcium fluorescence, ACh EC80; inhibition, % at 3 µM; hit rate 0.59% among 360,000; AID 624040;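 active means inhibition above a per-plate cutoff, the mean of that plate's test compounds plus 3 SD, cut at about 27% in these data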;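 further: 0% = acetylcholine EC80 with DMSO and 100% = DMSO without agonist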
M5 ag: CHRM5 agonism in calcium assay | P08912 | CHO-K1 hM5 cells, Fluo-8 calcium fluorescence; 0% DMSO wells, 100% maximal acetylcholine response | activation, % at 3 µM | hit rate 0.19% among 360,000;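 active means activation above the run's mean over test compounds plus 3 SD, cut at about 23% in these data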;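 further: signal is peak over basal fluorescence ratio across the kinetic read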
M1 PAM: positive allosteric modulators of human M1 muscarinic receptor; AID 588819; activation, % at 3 µM; hit rate 0.088% among 360,000; CHO-K1 hM1, Fluo-8 calcium fluorescence, ACh EC20; 0% = ACh EC20, 100% = maximal ACh; in the data active means activation above about 19%, passing the limit was not always enough
M1 antag: human CHRM1 antagonism | inhibition, % at 3 µM | hit rate 1.3% among 360,000 | CHO-K1 hM1, Fluo-8 calcium fluorescence, ACh EC80 antagonist;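 active means percent inhibition above its own plate's cutoff, namely the mean of that plate's compound wells plus 3 SD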;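 further: peak over basal fluorescence ratio during 140 s after agonist addition; 0% = ACh EC80 plus DMSO and 100% = DMSO alone without agonist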
M4 antag: CHRM4 antagonism in calcium assay | CHO-hM4 cells, ACh EC80, Fluo-8 calcium fluorescence | inhibition, % at 3 µM | hit rate 0.73% among 360,000 | AID 624125;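 active means inhibition above its plate's cutoff, the mean inhibition of sample wells plus 3 SD, cut at about 27% in these data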;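 further: 0% = acetylcholine EC80 with DMSO and 100% = DMSO without agonist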
M4 ag: agonists of human muscarinic M4 receptor (CHRM4). CHO-K1 hM4/Gqi5, Fluo-8 calcium fluorescence; vehicle 0%, full acetylcholine response 100%. activation, % at 3 µM. hit rate 0.14% among 360,000. AID 624127;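 active means activation above the run mean over all test wells plus 3 SD, cut at about 32% in these data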;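 further: peak over basal fluorescence ratio per well then scaled between controls; 0% = DMSO wells and 100% = acetylcholine at EC100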
* = called active by the depositor; / = not tested or not shown. These rows are one share of the data; count on the stated rates, not on these rows.

entry	structure	M4 antag	M1 PAM	CHRM1 agonist	M1 antag	M5 ag	M4 ag	CHRM5 PAM	CHRM5 antagonist	TAAR1 ag
1	Nc1nc(N2CCN(Cc3ccccc3)CC2)n[nH]1	0.3	7.2	-7.9	6.7	-4.8	-0.1	-7.1	3.6	1.3
2	O=S(=O)(NCCSc1nc2ccccc2o1)c1ccccc1	8.8	5.0	-2.2	-17.3	-6.3	7.7	-3.2	-9.1	8.9
3	C/C(=N\NC(=O)c1n[nH]c2c1CCC2)c1ccco1	6.0	16.2	0.9	-14.4	0.7	0.2	11.9	1.4	0.1
4	Cc1ccc(C(=O)NCC(=O)NCc2ccc(Cl)cc2)s1	-3.3	14.5	-4.3	-29.9	-2.5	0.3	2.9	3.8	0.8
5	NC(=O)c1ccc(-n2nnnc2SCC(=O)Nc2ccc(F)cc2)cc1	12.2	14.3	6.7	-14.1	-1.8	0.8	-2.6	5.6	0.1
6	COc1ccc(C(=O)Nc2cc3c4c(c2)C(C)C(=O)N4CCC3)cc1OC (stereo not drawn)	2.5	2.8	-2.2	-6.1	1.7	0.3	0.5	-0.5	1.2
7	CC(C)(C)c1ccc(-c2nnc(SCC(=O)NC3CCS(=O)(=O)C3)n2N)cc1 (stereo not drawn)	-6.8	10.2	-8.4	-6.0	-1.4	1.2	-3.6	-0.8	2.4
8	CC1CCN(C(=O)COC(=O)CCC(=O)c2ccc(F)cc2)CC1	9.2	2.0	-3.0	-2.1	0.1	2.2	-1.6	3.3	0.7
9	Cc1nc2ccccn2c1C(=O)N/N=C/c1ccc(F)cc1	-17.3	2.5	-2.3	-16.6	-9.4	0.6	0.1	5.8	2.2
10	Cc1cccc(-n2c(N)cc(=O)nc2SCC(=O)NC2CCCCC2)c1	4.6	10.6	0.4	-9.1	1.9	1.0	-2.1	-1.8	/
11	COc1ccc(-c2c(-c3ccccc3OC)sc3ccccc23)cc1OC	5.2	-4.6	-3.0	3.7	4.0	-0.1	-8.4	-5.3	15.2
12	CN1CCN(S(=O)(=O)c2ccc(NC(=S)NC(=O)C3CC3)cc2)CC1	-0.5	3.2	-10.4	0.2	-3.5	0.6	1.2	-0.6	2.4
13	Cc1nn(Cc2ccc(Cl)cc2)c(C)c1NC(=O)CSc1nc2c(c(C(F)(F)F)n1)CCc1ccccc1-2	-3.4	-1.3	-1.7	6.7	0.8	0.3	-3.8	1.2	2.6
14	CCCn1c2ccccc2c2nc3ccccc3nc21	-5.0	10.1	-4.1	-32.9	-6.7	1.3	9.2	-5.8	3.2
15	CCn1nc(C)c(NC(=O)c2ccc(Cl)cc2)c1C	1.3	2.6	1.3	-4.2	0.2	0.3	-0.9	4.4	0.4
16	Cc1ccc(SCc2cc(-c3ccc(Cl)cc3)on2)cc1	8.4	-6.7	-3.7	1.6	-2.7	0.6	0.7	6.3	5.6
17	O=C(CCc1ccccc1)Nc1ccccc1	-9.6	2.8	-6.8	-1.1	-4.4	1.0	-5.7	-1.4	5.8
18	CCOC(=S)SCC(=O)Nc1nc(C)c(C)s1	4.3	8.9	-2.0	-3.2	1.9	0.5	-1.8	1.7	9.3
19	O=C(Nc1ccccc1O)c1cc(S(=O)(=O)N2CCOCC2)c(Cl)cc1Cl	-11.5	-10.6	5.0	7.2	8.2	19.0	-7.0	-0.1	12.2
20	C=CCNc1nc(Cl)nc(Nc2ccc(OCC)cc2)n1	3.0	3.5	-8.4	-7.0	-2.7	-0.8	-8.4	5.8	-2.6
21	O=C(COC(=O)/C=C/c1cccc([N+](=O)[O-])c1)NCc1ccco1	-0.3	6.8	-1.7	-12.8	2.6	5.6	-6.1	3.7	1.5
22	Cc1cc(OC(=O)c2ccc(S(=O)(=O)N3CCCCC3)cc2)c([N+](=O)[O-])c(=O)[nH]1	-0.7	2.9	-6.3	0.3	1.6	0.4	8.6	-3.6	-0.3
23	CCCCN1C(=O)C(=O)NC[C@H]1Cc1cccc2ccccc12	-10.5	/	/	/	1.8	-0.5	3.1	-4.1	-1.0
24	CC1(C)Oc2ccc3ccc(=O)oc3c2-c2cn[nH]c21	-6.7	6.6	-1.0	-5.9	-2.4	1.0	3.2	-6.3	11.9
25	CCOC(=O)[C@@H]1CSCCS(=O)(=O)N1Cc1ccccc1Br	-7.5	4.5	1.0	1.4	0.7	0.7	-8.1	-3.2	0.3
26	CCOC(=O)C1=CCN(S(=O)(=O)c2ccccc2Cl)C1c1cccc(Cl)c1 (stereo not drawn)	-10.9	-11.3	-8.8	11.2	-5.5	-0.5	-8.5	2.8	-1.2
27	CN(C)CCCNC(=O)c1ccccn1	11.6	7.7	-5.5	-7.0	-0.5	0.6	0.7	2.7	11.5
28	O=C(CSc1nccn1-c1cccc(Cl)c1)NO	2.1	10.3	-3.5	-14.5	2.0	1.1	6.8	1.5	8.8
29	O=C1c2cnc3nc(SCc4ccc(Cl)cc4)nn3c2CC2c3ccccc3CCN12 (stereo not drawn)	-3.4	11.0	-1.2	4.8	-2.8	0.6	6.7	6.3	2.1
30	O=C(CCl)Nc1cccc2ncccc12	-1.4	8.7	-4.0	-11.3	1.1	0.9	-3.2	2.6	1.6
31	COc1cccc(NC(=O)COc2ccccc2C(N)=O)c1	-5.3	2.7	-0.6	-1.4	3.6	2.5	-2.1	-1.8	6.0
32	C[C@@H]1CN([C@@H](C)CO)C(=O)c2cc(Br)cnc2O[C@H]1CN(C)Cc1ccc(-c2ccccc2)cc1	0.5	-7.1	-9.3	-3.4	-3.3	2.2	-5.8	11.6	-0.6
33	Cc1nn(Cc2ccccc2)c(C)c1NC(=O)CSc1nc2c(c(C(F)(F)F)n1)CCc1ccccc1-2	-1.0	9.6	-6.5	-8.0	-0.4	1.1	9.4	-10.3	2.1
34	CCCc1cc(=O)oc2cc(OCC(=O)N3CC[C@@]4(O)CCCC[C@H]4C3)ccc12	-11.4	0.1	-13.3	-2.1	2.1	2.2	-9.9	6.5	2.3
35	C=C(C)CC(Nc1ccc(OC)cc1)c1ccco1 (stereo not drawn)	6.7	10.8	-7.6	-0.8	2.1	0.8	-0.4	0.5	0.3
36	COc1cc2c(cc1OC)C(c1ccccc1O)NCC2 (stereo not drawn)	-8.7	-5.8	-2.4	14.2	-0.8	0.5	7.3	-3.7	1.4
37	COc1ccc(S(=O)(=O)Nc2cc3c4c(c2)CC(=O)N4CCC3)cc1	-4.6	-5.5	-3.0	18.1	2.8	0.7	2.1	4.4	2.5
38	O=C(CSc1nnc(CCc2ccccc2)n1-c1ccc(Cl)cc1)NCc1ccccc1	-0.7	2.9	-2.3	-21.3	-2.8	2.1	-2.6	-2.7	4.8
39	Nc1nc(NCc2ccco2)nc(N2CCCCCC2)c1[N+](=O)[O-]	9.5	-9.9	-3.0	12.3	-0.1	8.9	-9.3	14.2	15.6
40	COc1ccc(OC)c(CN2CCN(C(=O)CNC(=O)c3ccccc3F)CC2)c1	4.8	2.0	-3.7	-3.6	-2.6	0.7	-11.1	19.7	3.7

2 of the compounds above, with values under each structure:
Values in the order – M4 antag, M1 PAM, CHRM1 agonist, M1 antag, M5 ag, M4 ag, CHRM5 PAM, CHRM5 antagonist, TAAR1 ag
29. O=C1c2cnc3nc(SCc4ccc(Cl)cc4)nn3c2CC2c3ccccc3CCN12 (stereo not drawn)
→ -3.4, 11.0, -1.2, 4.8, -2.8, 0.6, 6.7, 6.3, 2.1
30. O=C(CCl)Nc1cccc2ncccc12
→ -1.4, 8.7, -4.0, -11.3, 1.1, 0.9, -3.2, 2.6, 1.6

Additional results.
entry	structure	M4 antag	M1 PAM	CHRM1 agonist	M1 antag	M5 ag	M4 ag	CHRM5 PAM	CHRM5 antagonist	TAAR1 ag
41	CCOc1cc(-c2noc(CCCC(N)=O)n2)cc(Br)c1OC	6.7	4.9	0.5	-1.3	1.1	1.2	-3.0	4.0	1.8
42	Nc1nc(-c2ccccn2)nc(N)c1Cc1ccc(Cl)cc1Cl	81.4*	4.3	-9.9	14.1	15.5	29.8	17.7	1.5	10.2
43	O=C(NCCN1CCCCC1)c1ccc(=O)oc1	8.4	5.5	-3.9	-4.1	0.5	0.6	1.3	-0.5	4.9
44	CCOc1ccccc1N(CC(=O)NCc1ccc(OC)cc1)S(C)(=O)=O	-3.9	17.7	8.2	-9.6	0.2	0.4	-3.1	-1.8	3.1
45	CCCN1C(=O)C(O)(C2CC(=O)CC(C)(C)O2)c2ccccc21 (stereo not drawn)	1.1	5.6	0.8	-37.6	-0.4	1.7	1.5	1.2	20.8
46	O=C(O)c1cccc(-n2c(/C=C/c3ccccc3)nc3ccccc3c2=O)c1	-21.1	5.5	-3.0	-7.6	-2.1	0.3	-3.2	5.1	0.2
47	O=C(c1cccs1)N(CC1CCCO1)c1nc(-c2ccccc2)cs1 (stereo not drawn)	-31.3	9.7	-3.0	-10.2	-2.7	-0.2	6.9	-2.5	5.2
48	CN1CCN(c2nc3ccccn3c(=O)c2/C=C(\C#N)S(=O)(=O)c2ccccc2)CC1	-8.2	5.8	-4.1	-10.5	-0.2	2.0	9.3	-7.0	1.1
49	CCOC(=O)C1(C)CCN1C(=O)c1cccc(Cl)c1 (stereo not drawn)	-1.3	8.6	-1.0	-19.1	1.2	0.3	-3.3	15.3	2.6
50	COC(=O)c1ccc2nc(-c3ccccc3)c(Cc3ccccc3OC)n2c1	-1.5	-0.6	-0.9	-16.6	-2.3	-1.4	-10.0	-1.2	-1.0
51	Cc1ccc(NC(=O)CSc2nc(N)cc(N)n2)cc1S(=O)(=O)N1CCOCC1	1.4	2.1	-2.0	-3.8	-2.0	0.4	1.6	9.9	-0.8
52	CCOC(=O)c1c(-c2ccc(OC)cc2)oc2cc(Br)c(O)cc12	12.5	1.0	-2.4	-5.7	-3.4	1.2	-5.6	1.8	-1.6
53	CC12CCC(=O)N1C(C(=O)NNC(=O)c1cccc(Cl)c1)CS2 (stereo not drawn)	-0.3	6.4	1.5	-6.3	3.4	1.5	8.1	-5.1	0.1
54	O=C(NC1CCCC1)C(c1ccccc1)n1c(-c2cccs2)nc2ccccc21 (stereo not drawn)	6.2	/	/	/	-3.7	0.3	0.0	7.2	0.9
55	COc1cccc(CNc2cccc(C(F)(F)F)c2)c1O	-19.8	6.0	-3.0	-6.2	-0.8	5.5	-3.6	-7.5	12.0
56	O=c1ccc2ccccc2n1Cc1cccc(F)c1	1.4	2.0	-0.9	1.2	0.2	1.5	-0.8	-5.9	-1.1
57	COC(=O)c1ccc(NC(=O)CCN2CCN(CCC(=O)Nc3ccc(C(=O)OC)cc3)CC2)cc1	0.5	-13.8	-7.0	4.2	-1.1	3.0	3.8	4.7	6.2
58	Nc1c(C(=O)NCc2ccc3c(c2)OCO3)c2nc3ccccc3nc2n1CCCN1CCOCC1	4.1	2.6	-5.8	5.2	-0.4	9.0	-2.3	12.6	20.8
59	CSc1nnc2n(C)c3c(c(=O)n12)C1(CCCC1)Cc1ccccc1-3	13.6	0.8	-3.6	-2.0	7.9	-0.2	0.9	2.4	0.0
60	O=C(NCN1CCc2ccccc2C1)c1cnccn1	7.7	5.0	-5.4	-27.2	-1.3	0.9	1.0	-0.7	95.3*

Screens: PubChem, The Scripps Research Institute Molecular Screening Center
